Screening results from PubChem.
D2 potentiator – positively modulates the human D2 dopamine receptor allosterically; P14416; HEK293 T-REx D2, calcium flux, EC20 dopamine potentiation; AID 485347; potentiation, % at 10 µM; hit rate 0.34% among 340,000;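 active means potentiation over 3 SD above the plate norm, cut at about 30% in these data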; further: 0% is about no effect
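Tetracycline-induced HEK293 T-REx cells force-coupled to calcium signalling expressed D2; compounds were pin-added after a 10 s baseline, read kinetically 180 s, then an EC20 dopamine challenge followed with a further 180 s calcium read.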
D1 ag – activates the human D1 dopamine receptor. HEK293 T-REx D1 cells, calcium flux, agonist mode. hit rate 1% among 360,000. AID 504660. activation, % at 2 µM; in the data active means activation above about 30%; further: 0% is about no effect
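Inducible HEK293 T-REx D1 cells, force-coupled to calcium signalling, were plated at 4000 cells/well with tetracycline and held overnight at 30 C. After no-wash calcium dye loading, compound-evoked calcium rise over 180 s flagged agonists.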
RXFP1 ag – RXFP1 (human) receptor agonism; Q9HBX9; Potency, µM (top dose mostly 57.5 µM), without a hit: at the top dose activation, most hits filed as activators; hit rate 0.3% among 370,000; HEK293T-RXFP1 cAMP TR-FRET, 30 min; response scale: percent of porcine relaxin response, buffer zero; active means well fitted activation curve with a large enough effect; inconclusive means small, poorly fitted or top-dose-only effect; further: potency means the concentration at half of the fitted maximal effect; on the % scale 0 is the no-effect control and ±100 the full control effect; nearly all actives have a fitted effect of over 60% in size; many of its hits are not listed in these tables
Target sequence (Q9HBX9 whole entry, looked up): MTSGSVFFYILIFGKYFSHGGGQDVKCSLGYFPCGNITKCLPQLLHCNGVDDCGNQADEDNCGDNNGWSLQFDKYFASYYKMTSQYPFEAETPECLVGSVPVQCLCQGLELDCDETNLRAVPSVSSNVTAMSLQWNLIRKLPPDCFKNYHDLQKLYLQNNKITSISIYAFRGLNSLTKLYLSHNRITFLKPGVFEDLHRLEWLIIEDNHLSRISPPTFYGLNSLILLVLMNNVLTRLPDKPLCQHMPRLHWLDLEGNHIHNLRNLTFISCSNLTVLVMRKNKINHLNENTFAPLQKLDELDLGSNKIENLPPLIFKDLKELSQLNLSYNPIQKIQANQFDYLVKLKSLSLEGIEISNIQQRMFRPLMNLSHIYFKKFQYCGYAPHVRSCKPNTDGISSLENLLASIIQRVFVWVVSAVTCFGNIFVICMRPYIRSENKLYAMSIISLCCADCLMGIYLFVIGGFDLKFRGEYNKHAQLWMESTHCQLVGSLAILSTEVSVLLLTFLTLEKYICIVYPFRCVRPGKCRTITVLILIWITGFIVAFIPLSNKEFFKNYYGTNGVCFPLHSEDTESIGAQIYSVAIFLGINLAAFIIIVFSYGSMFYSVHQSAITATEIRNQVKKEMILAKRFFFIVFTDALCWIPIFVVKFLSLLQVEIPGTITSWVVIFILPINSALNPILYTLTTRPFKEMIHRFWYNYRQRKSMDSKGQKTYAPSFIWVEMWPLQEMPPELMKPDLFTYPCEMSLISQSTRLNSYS
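cAMP rise read by TR-FRET after 30 min, 37C compound exposure (up to 58 uM) in RXFP1-transfected HEK293 cells with Ro 20174 present. EC50 from Hill-equation fits, with 29 nM porcine relaxin as 100% and buffer as basal.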
D2 antag – D2 dopamine receptor (human) antagonism; inhibition, % at 10 µM; hit rate 2% among 340,000; AID 485344; HEK293 TREx D2 cells, calcium flux, dopamine EC80; in the data active means inhibition above about 30%; further: 0% is about no effect
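Overnight-induced (tetracycline, 30 C) HEK293 T-REx cells carrying force-coupled D2 receive a no-wash calcium dye, then compound, then EC80 dopamine at 180 s; signals are read kinetically throughout.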
D2 agonist – D2 dopamine receptor (human) agonism | activation, % at 2 µM | hit rate 0.53% among 340,000 | HEK293 T-REx D2 cells, calcium flux agonist mode | P14416;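 active means activation over 3 SD above normal in the single-dose calcium agonist read, cut at about 30% in these data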; further: 0% is about no effect
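Agonism scored from kinetic calcium signal (1 read/sec, 180 s) following compound pin transfer, after a 10 s baseline. Cells: HEK293 Trex line expressing inducible D2 receptor coupled to calcium, dye-loaded after overnight culture at 30 C.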
D1 antagonist – blocks dopamine activation of the human D1 receptor; activity change, negative = inhibition, % at 10 µM; hit rate 3.2% among 360,000; AID 504652; P21728; HEK293 TREx D1 cells, calcium flux, dopamine EC80; hits give low values; in the data active means activity change below about -30%; further: on the % scale 0 is the no-effect control and ±100 the full control effect
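Tetracycline-induced HEK293 Trex D1 cells, force-coupled to calcium, dye-loaded; compounds added and read 180 s, then EC80 dopamine added and calcium flux tracked kinetically another 180 s.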
TRHR PAM – allosterically enhances the human TRH receptor | TRHR cells, fluo-8 calcium fluorescence, EC20 TRH enhancement | enhancement, % at 2 µM | hit rate 0.66% among 360,000 | AID 493056; in the data active means enhancement above about 30%; further: 0% is about no effect
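Enhancer read-out: after compound pinning and an initial kinetic agonist-mode read, an EC20 of TRH (10 nM final) was injected and fluo-8 calcium signal (Ex 480/Em 530) followed at 1 s/cycle for 100 cycles in TRHR-expressing cells.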
D1 potentiator – potentiators of human D1 dopamine receptor. P21728. HEK293 TREx D1 cells, calcium flux, dopamine EC20 potentiation. potentiation, % at 10 µM. hit rate 0.036% among 360,000. AID 504651; in the data active means potentiation above about 30%; further: 0% is about no effect
RXFP1 antag – blocks the human relaxin receptor RXFP1 | HEK293-RXFP1, relaxin-stimulated cAMP HTRF, 30 min; hits give low values | activity change, negative = inhibition, % at 57.5 µM | hit rate 0.59% among 350,000 | AID 1259400;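 active means activity change of -60% or lower, but not beyond a set lower limit; inconclusive means change between -60% and -40%, or beyond the set limit; inactive means change above -40%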; further: on the % scale 0 is the no-effect control and ±100 the full control effect
Starred values were filed as active, the others as inactive; ? = inconclusive; / = not tested or not shown.

SMILES	D2 potentiator	D1 ag	RXFP1 ag	D2 antag	D2 agonist	D1 antagonist	TRHR PAM	D1 potentiator	RXFP1 antag
COC(=O)[C@H](C)NC(=O)NCc1ccccc1	6	3	2.1%	4	0.5	2	3	2	-9
O=C(CCCn1cnc([N+](=O)[O-])n1)Nc1ccc(F)c(Cl)c1	1	4	-1.0%	2	-0.2	-3	0	-5	3
COc1ccc(NC(=S)N2CCc3ccccc3C2)cc1OC	6	0	-1.2%	-12	-0.8	10	-5	2	-1
CCn1nc(C(=O)NC2=NCCS2)c2ccccc2c1=O	-6	1	0.9%	-8	-0.7	-16	-1	-10	13
O=C(CSCCO)Nc1nccs1	-6	4	1.0%	2	-1.0	-13	-4	2	-8
COC(=O)c1sc(NC(=O)CSc2nnnn2C)nc1C	8	3	2.0%	-10	0.4	-13	1	-8	5
N#Cc1ccc(CSc2nnc(Nc3ccccc3)s2)cc1	-5	1	1.6%	-4	0.1	-3	3	-8	0
O=C(CCNS(=O)(=O)c1ccccc1C(F)(F)F)NCCCc1ccccc1	7	0	2.2%	4	-0.4	-15	-16	1	8
COc1ccc(-c2ccnc3c(-c4ccc(F)cc4)c(C)nn23)cc1OC	-6	-1	1.5%	/	0.3	3	6	-5	/
CCc1ccc(C2C(C#N)=C(N)Oc3n[nH]c(CC(=O)OC)c32)cc1 (configuration not stated)	3	-3	-2.2%	1	-0.3	-5	3	-5	-1
O=c1c2ccc(Cl)cc2nc(-c2cccc(C(F)(F)F)c2)n1O	-4	10	-1.2%	-4	-1.1	4	-5	7	-4
CCC(C)(C)n1nnnc1C(c1ccncc1)N1CCC(C)CC1 (configuration not stated)	/	-3	-2.9%	/	/	2	4	1	-9
COC(=O)[C@H](CCSC)NC(=O)[C@@H](Cc1cnc[nH]1)NC(=O)OCc1ccccc1	7	1	0.2%	-8	1.3	-17	7	7	1
N/C(=N\NC(=O)c1ccccc1)c1cc2ccccc2oc1=O	2	0	0.6%	-4	0.3	-15	-1	-7	-4
O=C1N/C(=N/N=C/c2ccc(F)cc2)SC1c1ccccc1 (configuration not stated)	-9	1	-2.6%	-4	-1.1	43	8	7	6
Cc1ccc(NC(=S)NC2CCN(Cc3ccccc3)CC2)cc1C	-24	21	0.9%	78*	3.1	-82*	16	-12	0
COC(=O)c1c(NC(=O)C(=O)NCCCN2CCOCC2)sc2c1CC(C)(C)OC2	7	3	0.0%	5	0.1	-7	16	4	6
Cc1ccccc1NC(=O)c1c(NC(=O)c2cccs2)sc2c1CCC(C)C2 (configuration not stated)	6	-1	4.0%	/	/	9	-3	0	-13
O=C(C1CCC1)N1CCc2cc(S(=O)(=O)NCC3COc4ccccc4O3)ccc21 (configuration not stated)	-5	16	1.4%	-4	11	-1	3	4	-1
Cc1ccc(S(=O)(=O)NCC(=O)OCc2ccccc2Br)cc1	-10	17	-1.8%	13	0.8	6	-5	-1	?
COc1cc(CNCCSc2nnnn2C)cc(OC)c1OC	18	-1	0.3%	-8	0.9	0	2	7	10
COc1ccc(OC)c(N2Cc3cc(C)c(C)cc3C2)c1	-2	2	2.5%	12	-2.6	16	1	4	7
Cc1c(Br)c(O)c(Br)c2sc(=O)oc12	12	1	0.1%	0	0.5	9	29	-5	?
CCOC(=O)C(CC)n1nnc2sc(-c3ccccc3)cc2c1=O (configuration not stated)	5	1	0.8%	/	0.0	-28	0	-2	-28
Cc1ccccc1OCC(=O)NCC(c1ccc(Cl)cc1)N1CCOCC1 (configuration not stated)	-1	4	-4.7%	/	/	-8	3	-1	-4
The list continues:
SMILES	D2 potentiator	D1 ag	RXFP1 ag	D2 antag	D2 agonist	D1 antagonist	TRHR PAM	D1 potentiator	RXFP1 antag
COc1ccc(OC)c(CC(=O)N2CCc3cc(OC)c(OC)cc3C2)c1	8	3	-1.6%	6	0.9	-9	3	-8	0
O=C(Nc1ccc2c(c1)OCO2)N1CCN(C/C=C/c2ccccc2)CC1	-2	0	0.3%	-3	0.2	-7	6	-3	-5
CCn1c(NC(=O)Nc2cccc(C)c2C)cc2sccc21	14	3	-1.9%	-15	0.0	9	4	2	/
Cc1cccc(OCCSc2nc3ccccc3n2CC(=O)N2CCCCC2)c1C	-2	7	-3.4%	/	/	-17	1	0	/
CCc1ccccc1OCC(=O)Nc1ccc(S(=O)(=O)Nc2nc(C)cc(C)n2)cc1	/	-1	6.1%	/	-1.0	7	4	-3	-10
COc1cccc(-n2c(=O)c3c(C)c(C)sc3n(Cc3ccccc3C#N)c2=O)c1	-2	1	1.8%	/	-0.7	7	-7	1	-3
Cc1ccccc1C(=O)NNC(=O)CCC(=O)Nc1cccc(Cl)c1C	8	-1	6.0%	4	-0.4	-8	-4	-8	9
Nc1ccc(C(=O)Nc2ccccc2C(=O)O)cc1	0	1	1.2%	14	-0.3	-16	5	-9	1
Cc1c(CC(=O)O)c(=O)oc2c(C)c(OCc3ccc(F)cc3F)ccc12	3	3	6.1%	-13	0.7	-7	-1	7	3
CCCCN(C(=O)c1[nH]c(C)c(C(C)=O)c1C)c1c(N)n(CCCC)c(=O)[nH]c1=O	1	2	-0.2%	1	0.3	4	0	1	-1
Cc1ccc(C)c(NC(=S)NC(C)C(c2ccccc2)N2CCN(C)CC2)c1 (configuration not stated)	-22	3	0.3%	-2	0.3	0	1	-1	-36
COc1ccccc1NS(=O)(=O)c1cccc(N2CC(O)=C(c3ccccc3)C2=N)c1	-7	0	0.0%	11	0.6	-3	-1	3	-3
COc1cc(NS(=O)(=O)c2ccc(Cl)cc2)c(C(=O)O)cc1OC	6	1	2.4%	1	-0.5	13	5	-6	-11
CC(=O)NC1=NN(C(C)=O)C(C)(c2ccc(Cl)s2)S1 (configuration not stated)	12	4	0.2%	-6	0.2	3	7	7	3
CCN(CC)CCCNC(=O)Cn1cnc2sc(C)c(S(=O)(=O)N3CCN(c4ncccn4)CC3)c2c1=O	-1	2	20%	-2	0.7	5	-4	1	-13
CCOc1cc2c3c(c1)C1(C(=O)N3C(C)(C)CC2C)C(C#N)=C(N)N2C(=C1C#N)Nc1ccccc12 (configuration not stated)	3	1	-0.4%	-6	0.0	-14	1	-3	-32
COc1ccccc1S(=O)(=O)NCc1ccc(C(=O)NC(C)c2ccccn2)cc1 (configuration not stated)	-3	2	0.0%	18	0.2	4	-3	-8	6
COc1ccc(N2CCn3c2nc2c3c(=O)n(CCN3CCOCC3)c(=O)n2C)cc1	-2	2	-0.3%	-13	1.8	3	8	-2	/

Of the compounds above, these contain an aryl methoxy group.
SMILES	D2 potentiator	D1 ag	RXFP1 ag	D2 antag	D2 agonist	D1 antagonist	TRHR PAM	D1 potentiator	RXFP1 antag
COc1ccc(NC(=S)N2CCc3ccccc3C2)cc1OC	6	0	-1.2%	-12	-0.8	10	-5	2	-1
COc1ccc(-c2ccnc3c(-c4ccc(F)cc4)c(C)nn23)cc1OC	-6	-1	1.5%	/	0.3	3	6	-5	/
COc1cc(CNCCSc2nnnn2C)cc(OC)c1OC	18	-1	0.3%	-8	0.9	0	2	7	10
COc1ccc(OC)c(N2Cc3cc(C)c(C)cc3C2)c1	-2	2	2.5%	12	-2.6	16	1	4	7
COc1ccc(OC)c(CC(=O)N2CCc3cc(OC)c(OC)cc3C2)c1	8	3	-1.6%	6	0.9	-9	3	-8	0
COc1cccc(-n2c(=O)c3c(C)c(C)sc3n(Cc3ccccc3C#N)c2=O)c1	-2	1	1.8%	/	-0.7	7	-7	1	-3
COc1ccccc1NS(=O)(=O)c1cccc(N2CC(O)=C(c3ccccc3)C2=N)c1	-7	0	0.0%	11	0.6	-3	-1	3	-3
COc1cc(NS(=O)(=O)c2ccc(Cl)cc2)c(C(=O)O)cc1OC	6	1	2.4%	1	-0.5	13	5	-6	-11
COc1ccccc1S(=O)(=O)NCc1ccc(C(=O)NC(C)c2ccccn2)cc1 (configuration not stated)	-3	2	0.0%	18	0.2	4	-3	-8	6
COc1ccc(N2CCn3c2nc2c3c(=O)n(CCN3CCOCC3)c(=O)n2C)cc1	-2	2	-0.3%	-13	1.8	3	8	-2	/

Some of the compounds tested. The share of hits here may be higher or lower than overall.
